N370S GC = qHTS Assay for Inhibitors and Activators of N370S glucocerebrosidase as a Potential Chaperone Treatment of Gaucher Disease; Lysosomal acid glucosylceramidase (Homo sapiens), P04062; N370S GC spleen homogenate, 4MU-glucoside fluorescence; Potency, µM (series often up to 59.4 µM), without a hit: top-dose activity change, negative = inhibition, usual class: inhibitors; actives 0.092% (n = 330,000); AID 2101, 2009;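 further: 0% = full enzyme activity and -100% = no enzyme basal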
GCN5L2 inh = qHTS Assay for Inhibitors of GCN5L2; Histone acetyltransferase KAT2A (Homo sapiens), Q92830; GCN5L2 HAT assay, ThioGlo1 CoA-SH fluorescence; Potency, µM (series often up to 58.9 µM), without a hit: top-dose activity change, negative = inhibition, usual class: inhibitors; actives 0.21% (n = 390,000); AID 504327, 2011
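Enzyme at 20nM final was mixed with library compounds for 15 min at room temperature. Peptide H3(1-25) at 75uM, acetyl-CoA at 70uM and ThioGlo1 at 50uM were then added. Plates were read immediately and after 20 min (Ex340nm/Em540nm).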
FEN1 inhibitor = qHTS Assay for the Inhibitors of Human Flap endonuclease 1 (FEN1) | actives 0.35% (n = 390,000) | Recombinant FEN1 flap cleavage, fluorescence, 15 min | Potency, µM (titrated, usually from 114 µM), without a hit: at the top dose activity change, negative = inhibition, most hits filed as inhibitors | P39748 | AID 588795, 2011; further: nearly all actives have a fitted effect of over 65% in size
Target sequence (P39748 whole entry, looked up): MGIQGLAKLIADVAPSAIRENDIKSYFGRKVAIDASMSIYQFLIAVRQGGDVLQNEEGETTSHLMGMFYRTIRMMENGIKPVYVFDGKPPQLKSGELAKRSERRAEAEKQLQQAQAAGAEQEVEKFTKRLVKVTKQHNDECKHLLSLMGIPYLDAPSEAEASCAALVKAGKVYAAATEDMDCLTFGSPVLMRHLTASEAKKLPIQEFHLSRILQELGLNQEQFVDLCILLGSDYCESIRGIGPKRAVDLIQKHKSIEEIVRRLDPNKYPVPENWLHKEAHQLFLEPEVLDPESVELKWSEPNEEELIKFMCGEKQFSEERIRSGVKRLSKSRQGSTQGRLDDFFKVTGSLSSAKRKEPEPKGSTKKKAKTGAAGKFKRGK
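Steps: FEN1 (10 nM) dispensed; compound added by pin tool; 15 min at room temperature; substrate added to 50 nM final; reads at 0 min and 15 min; data normalized and fitted (four-parameter Hill).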
* hit, by the source's call; ? = inconclusive; . = no result given; & = joins results of further samples; [ ] = dose if it differs, or a comment. The call rests on the fitted dose curve; in most records, active means well fitted curve in the direction sought with a large enough effect; inconclusive means small, poorly fitted or top-dose-only effect, or another doubt; inactive means no such curve, though single readings can be large; an effect the other way counts as inactive or inconclusive. Unless noted, on the % scale 0 is the no-effect control and ±100 the full control effect; potency means the concentration at half of the fitted maximal effect.

Values in the order – N370S GC | GCN5L2 inh | FEN1 inhibitor
CNC(=O)C1CCN(Cc2cc3ccccc3n2Cc2cccc(C)c2)CC1
→ . | 1.7% | -15.6%
COc1cc(NS(=O)(=O)c2cc3c(cc2C)N(C)CCO3)cc(OC)c1OC
→ . | -5.0% | 7.4%
CCON1C(=O)C(C)(C)N(OCC)C(=O)C1(C)C
→ 0.1% | -1.7% | 5.4%
COCCCNC(=O)C1CCN(C(=O)Nc2ccc(Cl)cc2)CC1
→ -5.0% | -16.2% | -1.9%
CCOC(=O)c1cc2c(=O)n3ccccc3nc2n(C(C)C)c1=NC(=O)c1ccco1
→ 26.4% | -9.1% | -2.5%
COc1ccc(N/C=C2\C(=O)c3c(sc(C)c3C)N(C)S2(=O)=O)cc1
→ 4.6% | -1.5% | 1.0%
Cc1cccc(C(=O)NC2CCCc3ccccc32)c1 (stereo not drawn)
→ -14.6% | -2.3% | .
Cc1ccnc(NC(=O)c2c(O)c3ccccc3n(C)c2=O)c1
→ 0.3% | 2.2% | .
CC(C)Cc1nnc(NC(=O)CCC(=O)NC2CCCCCCC2)s1
→ -5.4% | -20.3% | -18.2%
CN(C)CCCNc1cc(-c2ccccc2)nc2cc(-c3cccc(F)c3)nn12
→ 18.3% | -8.0% | ?
CCc1nc2c(oc3ccccc32)c(=O)[nH]1
→ -11.6% | -6.2% | 8.0%
O=C(Nc1ccc(N2CCCCC2)cc1)C1CCCN1S(=O)(=O)c1ccc(F)cc1 (stereo not drawn)
→ . | -0.8% | 3.6%
Cn1nc(-c2ccccc2)c(C#N)c1Sc1cccc(Cl)c1
→ 5.4% | -7.6% | -23.5%
Cc1csc(Sc2ccc(C(=O)OCC(=O)Nc3ccc(OC(F)(F)F)cc3)cc2[N+](=O)[O-])n1
→ 3.6% | -11.8% | -3.4%
CN(Cc1c(F)cccc1Cl)S(=O)(=O)c1cccs1
→ ? | -6.1% | 0.2%
CCOC(=O)N1CCN(Cc2nc3cc(NC(=O)c4ccc(F)cc4)ccc3n2C(C)C)CC1
→ . | -8.0% | -7.4%
CC(=O)NC(Cc1ccccc1)C(=O)N1CCN(C(=O)c2cccs2)CC1 (stereo not drawn)
→ 1.9% | 1.6% | -12.0%
Cc1csc(NC(=O)c2cccc(S(=O)(=O)N3CCN(C)CC3)c2)n1
→ -24.0% | -9.3% | -5.5%
O=C(Cc1cccs1)N1CCN(c2ccc(F)cc2)CC1
→ 6.2% | -6.4% | 7.9%
N=C(N)SCCc1cccc(CCSC(=N)N)c1
→ -2.3% | . | 5.4%&13.3%
COc1ccc(NC(=O)C2CCN(S(=O)(=O)c3c(C)noc3/C=C/c3ccco3)CC2)cc1
→ . | ? | 5.9%
O=c1c2ccccc2ncn1-c1cccc(Br)c1
→ -18.4% | -1.6% | -1.2%
COc1ccc2nc3sc(C(=O)N4CCN(c5ccc(F)cc5)CC4)cc3cc2c1
→ . | -5.7% | 4.2%
COc1ccc(-c2nnc(SC(C)C(=O)NNC(=O)c3ccc(C)cc3)o2)cc1 (stereo not drawn)
→ 6.2% | -0.3% | -10.5%
O=C(c1cc2cc(Cl)ccc2[nH]1)N1CCN(c2ccccc2F)CC1
→ -13.6% | -0.4% | 18.5%
COc1ccccc1NC(=O)NCCC1=CCCCC1
→ 7.6% | -18.2% | -0.8%
FC(F)(F)c1cccc(NC(=S)Nc2cccc(Cl)c2)c1
→ 8.7% | 53.2%[activator] | -13.8%
COc1ccc2c(c1)C1(Nc3ccccc3-c3nc4ccccc4n31)C(=O)N2 (stereo not drawn)
→ -18.1% | -3.4% | -1.0%
COC(=O)C1=C(C)NC(C)=C(C(=O)OC)C1c1ccc(-c2cccc(Cl)c2Cl)o1
→ 9.0% | 16.9% | -12.3%
CC1CC(=NNC(=O)C2COc3ccccc3O2)CC(C)(C)C1 (stereo not drawn)
→ . | 0.8% | 17.7%

Following part:
Values in the order – N370S GC | GCN5L2 inh | FEN1 inhibitor
COc1ccc(NCC(=O)n2c(C)c(C)c3ccccc32)cc1OC
→ 0.5% | -9.3% | -7.3%
Cc1ccc(C(=O)Nc2nnc(Cc3ccccc3)s2)cc1
→ -13.1% | 13.7% | -15.8%
CCOC(=O)c1[nH]c2ccccc2c1NC(=O)c1ccc(OCC)cc1
→ . | 4.3% | -2.3%
CC1CCN(c2nc3ccc(C(=O)O)cc3s2)CC1
→ -19.8% | -5.5% | -3.0%
CCC1CCCCN1C(=O)CSc1nnc(-c2ccc3c(c2)OCCO3)o1 (stereo not drawn)
→ 8.1% | -1.5% | -15.2%
COc1ccc(CCN2CCCn3c2nc2c3c(=O)n(CC(C)C)c(=O)n2C)cc1OC
→ -10.9% | -0.6% | 14.4%
CN(C)C=Nc1c(Br)cc(Br)c2nonc12
→ -13.4% | -20.6% | ?
COc1cc(/C=N/NC(=O)c2nnn(-c3nonc3N)c2C(C)C)ccc1OCc1ccc(F)cc1
→ -6.3% | -7.9% | -16.6%
O=C(NC1CCCCC1)N1CCC(n2c(=O)[nH]c3ccccc32)CC1
→ -2.9% | -4.3% | 3.8%
Cc1ccc(OCC(=O)N/N=C/C=C/c2ccco2)c(Br)c1
→ -2.2% | -25.0% | -23.5%
COc1cc(CN2CCCC(C)C2)ccc1OCc1ccccc1 (stereo not drawn)
→ -6.9% | -0.9% | -2.7%
Cc1ccc(-c2nnc(SCC(=O)N3c4ccccc4NC(=O)C3(C)C)n2N)cc1
→ 5.0% | -1.7% | 8.3%
COc1cc(NC(=O)c2ccccc2)c(OC)cc1NC(=O)CN1CCN(c2ccccn2)CC1
→ -13.3% | -11.9% | 1.7%
O=C(c1cccc(F)c1)N1CCC[C@@]2(CCN(c3ccncc3)C2)C1
→ -8.8% | 5.8% | .
CCCCCc1cc(=O)oc2c(C(CCN3CCN(c4ccccc4)CC3)c3ccc(N(C)C)cc3)c(OC)cc(OC)c12 (stereo not drawn)
→ -3.1% | -6.7% | 2.3%
c1ccc(OCCCn2nnc(-c3cccnc3)n2)cc1
→ -16.4% | -26.0% | 0.6%
CC1CCN(C(=O)CSc2nncn2-c2ccccn2)CC1
→ -14.3% | -3.4% | 11.1%
C=C1CCN(c2ccc(C(=O)NCc3ccc(C)cc3)cc2[N+](=O)[O-])CC1
→ 3.8% | -6.8% | -14.5%
O=c1c(-c2ccccc2)nc2cnc(N3CCOCC3)nc2n1-c1ccccc1
→ 0.2% | ? | .
C=CCN1C(=O)CN=C1Nc1cccc(C)c1
→ -4.4% | 0.4% | -0.1%
COc1ccc(-c2onc(C)c2C)cc1S(=O)(=O)NCC1CCN(Cc2ccccc2F)CC1
→ . | -2.5% | -11.3%
O=C(CN1C(=O)C2CC=CCC2C1=O)Nc1nnc(C2CC2)s1 (stereo not drawn)
→ . | 2.0% | 7.2%
Cc1cc(NCC2CCCCC2)nc2ccccc12
→ -14.5% | -4.6% | -18.5%
O=C(Nc1ccc(F)c(Cl)c1)c1ccc2c(c1)OCO2
→ -11.0% | -20.3% | 1.4%
CCC(O)c1cc2c(cc1NC(=O)c1cccc(Br)c1)OCCO2 (stereo not drawn)
→ . | -1.9% | -15.6%
CCOC(=O)Nc1cc(OCC)c(NC(=O)C2CC2)cc1OCC
→ 0.5% | 2.5% | 9.1%
O=S(=O)(NCC(O)c1ccccc1)c1cc(Cl)sc1Cl (stereo not drawn)
→ -7.0% | -1.2% | 19.1%
COc1ccc(-c2csc3nc(-c4ccc(Cl)cc4)oc(=O)c23)cc1
→ . | -1.3% | 10.4%
CCCSc1nsc(NC(=O)C(c2ccccc2)c2ccccc2)n1
→ . | 2.1% | -5.2%
O=S(=O)(c1ccccc1F)N1CCN(Cc2nc3ccccc3[nH]2)CC1
→ -25.3% | 0.2% | 5.5%

Four of the entries above in order of their number in N370S GC, ascending:
canonical_smiles | N370S GC
CC1CCN(C(=O)CSc2nncn2-c2ccccn2)CC1 | -14.3%
CN(C)C=Nc1c(Br)cc(Br)c2nonc12 | -13.4%
C=CCN1C(=O)CN=C1Nc1cccc(C)c1 | -4.4%
O=C(NC1CCCCC1)N1CCC(n2c(=O)[nH]c3ccccc32)CC1 | -2.9%

Additional structures follow.
| structure | N370S GC | GCN5L2 inh | FEN1 inhibitor |
| --- | --- | --- | --- |
| CCc1ccccc1NC(=O)Cn1c(=O)n(CC(=O)NCCc2ccccc2)c(=O)c2ccccc21 | . | 1.2% | -1.8% |
| COc1ccc(CCNC(=O)COC(=O)c2ccco2)cc1OC | -1.8% | 1.3% | 9.4% |
| COc1ccc(C(CC(=O)Nc2cc(Cl)c(OC)cc2OC)N2Cc3ccccc3C2=O)cc1 (stereo not drawn) | . | -2.6% | 4.7% |
| COc1ccc(-c2noc(CCC(N)=O)n2)cc1OC | -13.5% | -21.5% | -3.6% |
| CCCOc1ccccc1OCC(=O)Nc1ccc(S(=O)(=O)N2CCCCC2)cc1 | 6.1% | -9.5% | -8.3% |
| COc1ccc(NC(=O)CN2C(=O)C(=O)c3ccccc32)c(OC)c1 | . | -3.0% | -2.3% |
| O=C(NCCc1ccc(Cl)cc1Cl)C1=CC=CN2CCS(=O)(=O)N=C12 | . | -12.0% | -2.6% |
| Cn1cnc(C(=O)NCc2ccc(CNC(=O)OC(C)(C)C)cc2)c1C(=O)NCc1ccc(CNC(=O)OC(C)(C)C)cc1 | . | -13.3% | -5.5% |
| O=C(NCc1nnc(SCC(=O)N2CCC(Cc3ccccc3)CC2)o1)c1ccco1 | 9.4% | 10.3% | -8.7% |
| CCCN1Cc2cccc(C(=O)Nc3ccc4c(c3)OCCO4)c2C1=O | 0.9% | -8.9% | 21.9% |
| CCNC(=O)Cc1ccc(NC(=O)N2CCCCc3ccccc32)cc1 | . | -2.1% | -0.9% |
| CC(C)C[C@H]1COC(c2ccc(Br)cc2)=N1 | 5.0%[89.1 µM] | 10.1%[88.6 µM] | . |
| O=C(NCCc1ccccc1)c1oc2ccccc2c1COc1ccccc1 | 5.6% | -3.6% | 9.3% |
| CC(C)OCCCn1c(=O)c2ccccc2n2c(-c3ccc(F)c(F)c3)nnc12 | . | -8.5% | 2.5% |
| COc1ccc(CCN(CC(=O)NC2CCCC2)C(=O)CCC(=O)Nc2cc(C)on2)cc1OC | -3.6% | -0.6% | -1.3% |
| O=c1[nH]c2ccccc2n1CCCOc1ccccc1 | 2.2%[2.35 µM] | -0.6% | 0.6% |
| CCCCCn1c(C(C)NC(=O)c2ccccc2)nc2ccccc21 (stereo not drawn) | . | -8.3% | -11.5% |
| CCOc1ccc(-n2c(SC)nc3c(c2=O)SCC3)cc1 | 8.0% | 1.5% | -5.5% |
| CC(CNC(=O)c1ccc(C(C)(C)C)cc1)CN(C)C (stereo not drawn) | -8.6% | -6.0% | 0.0% |
| FC(F)(F)c1ccc(C2[C@H]3CN(Cc4ccc(-c5ccccc5)cc4)[C@H](c4ccccc4)C34CC2(c2cccnc2)C4)cc1 (stereo partly drawn) | -0.8%&-11.4% | 9.0% | -3.3% |
| COc1ccc(OC)c(C(=O)N(C)C2CCCN(Cc3ccccc3F)C2)c1 (stereo not drawn) | 2.7% | 0.7% | -5.4% |
| Cc1ccccc1NC(=S)NC1CC2CCC(C1)N2Cc1ccco1 (stereo not drawn) | 15.1% | -1.0% | -14.6% |
| Cc1cccc(Cn2nc(C)cc2NC(=O)Cn2cc([N+](=O)[O-])cn2)c1 | 6.0% | -6.1% | -7.0% |
| CCOc1ccc(NC(=O)CSc2n[nH]c(=O)n2-c2ccccc2)cc1 | 8.9% | -0.1% | -4.1% |
| Cn1cc(S(=O)(=O)N2CCc3ccccc32)cc1C(=O)NC1CCCCC1 | -0.7% | -4.2% | 1.1% |

One compound at a time, as listed above. Values in the order: N370S GC	GCN5L2 inh	FEN1 inhibitor
CCNC(=O)Cc1ccc(NC(=O)N2CCCCc3ccccc32)cc1 in the list: .	-2.1%	-0.9%
COc1ccc(CCN(CC(=O)NC2CCCC2)C(=O)CCC(=O)Nc2cc(C)on2)cc1OC in the list: -3.6%	-0.6%	-1.3%
CCCCCn1c(C(C)NC(=O)c2ccccc2)nc2ccccc21 (stereo not drawn) in the list: .	-8.3%	-11.5%

Following part:
| structure | N370S GC | GCN5L2 inh | FEN1 inhibitor |
| --- | --- | --- | --- |
| CN1CC(=O)N(CC(=O)N2CCC(Cc3ccccc3)CC2)C1=O | -5.1% | -3.7% | -13.9% |
| O=S(=O)(NCCc1ccccc1)c1cccs1 | 0.5% | -0.8% | -11.6% |
| O=c1ccc(-c2ccc(S(=O)(=O)Nc3ccccc3)o2)n[nH]1 | -4.3% | -13.6% | 0.4% |
| CCOC(=O)NC(c1cccc(Cl)c1)C1CCCCCC1=O (stereo not drawn) | 12.6% | -11.4% | 5.8% |
| O=c1c2nncn2ccn1-c1ccc(F)c(F)c1 | . | -1.4% | 10.5% |
| OCCc1ccccc1 | -7.9% | 2.1% | -4.3% |
| Cc1cccc(NC(=O)CSc2nnc(-c3ccco3)o2)c1C | 0.9% | -1.2% | 52.2%[activator] |
| COc1ccc(NC(=O)c2cc3n(n2)C(C(F)(F)F)CC(c2ccco2)N3)cc1 (stereo not drawn) | ? | 2.1% | -21.2% |

Screening data as filed in PubChem BioAssay.
